KDM5B inhibitor: inhibitors of human KDM5B histone demethylase | KDM5B demethylase, FDH-coupled NADH fluorescence (FDH is formaldehyde dehydrogenase) | AID 1347165 | Q9UGL1 | 220,000 tested, 2.6% active | Potency, µM (titrated, usually from 57.7 µM), for the others: top-dose activity change, negative = inhibition, usual class: inhibitors; active means well fitted inhibition curve with a large enough effect; inconclusive means small, poorly fitted or top-dose-only effect; inactive means no such curve, though single readings can be large or run the other way; further: 0% is about no effect; nearly all actives have a fitted effect of over 70% in size
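Here, H3K4me3 peptide (12.5 µM in substrate mix) is demethylated by KDM5BΔAP, 200 nM final, after 10 min compound exposure. Formaldehyde product is coupled through FDH (0.25 U/mL in mix) to NADH fluorescence; 30-min ΔRFU feeds dose-response curves.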
* = called active by the depositor; i = inactive; ? = inconclusive; [ ] = dose if it differs, or a comment. Potency means the concentration at half of the fitted maximal effect. These rows are one share of the data. The share of hits here may be higher or lower than overall.

SMILES | KDM5B inhibitor
COc1ccc(CCNC(=O)c2cc3c(s2)-c2ccccc2OC3)cc1OC | ?
CCOC(=O)c1cccc(NC(=O)c2cc[n+]([O-])cc2)c1 | 17.0%
OCC1(CN2CCCC2)CCN(C/C=C/c2ccccc2)CC1 | -18.2%
CSc1ccc(CNC23CC4CC(CC(O)(C4)C2)C3)cc1 | 13.2%
O=C(CSc1nnc2scc(-c3ccc(Cl)cc3)n12)Nc1ccc(F)cc1 | -22.1%
CC(C)n1nc(C(=O)N2CCCc3ccccc32)c2ccccc2c1=O | 18.9%
Cc1c(C(=O)NCCN(C)C)oc2c1-c1nn(Cc3ccccc3Cl)cc1CC2 | ?
COC(=O)CCNc1ccccc1 | -0.7%
COc1ccc(CCNC(=O)Cc2c(C)c3ccc(OC)c(C)c3oc2=O)cc1 | -26.0%
COc1ccc(C(=O)N2CCC3(CC2)CC(OC)CCO3)cn1 (stereo not given) | 7.8%
CCOc1cccc(-c2noc(-c3nnn4c3COC(c3ccc(OC)cc3)C4)n2)c1 (stereo not given) | 17.8µM*
C(=N\N=C1c2ccccc2-c2ccccc21)/c1ccncc1 | -29.1%
COc1ccc(C(=O)NCc2cccc(OC)c2)cc1 | 15.5%
CN(C)S(=O)(=O)c1cc(NC(=O)CN2CCc3sccc3C2c2ccccc2)ccc1Cl (stereo not given) | -18.9%
CNC(=O)CCn1ncc2cc(OCc3ccccc3-c3ccc(OC)cc3C)ccc21 | ?
O=C(Nc1c(C(=O)Nc2cccc(F)c2)oc2ccccc12)c1cc2ccccc2o1 | ?
Cc1cnc(-c2cccnc2)n1CC1CCN(S(=O)(=O)Cc2ccccc2)CC1 | -30.6%
CC(C)NC(=O)c1ccccc1Cl | 16.9%
O=C(/C=C/c1ccc2ccccc2c1)c1ccccc1F | -25.3%
O=S(=O)(NCCO)c1ccc(Cl)cc1Cl | 21.6%
N#Cc1cccc(C(=O)N[C@H]2[C@H](O)[C@H](O)C[C@@H]2c2ccc(N3CCOCC3)nc2)c1 | ?
Cc1ccc(N(CC(=O)N2CCN(C/C=C/c3ccccc3)CC2)S(C)(=O)=O)cc1 | 11.7%
CC(C)(C)c1ccc(SCCc2cccnc2)cc1 | -6.5%
COC[C@H]1CCCN1C(=O)CC[C@H]1CNC(=O)[C@@H]2[C@@H](CCN2CC2CC2)N1C | -11.0%[86.2 µM]
Cc1cccc(CNC(=O)C2CC(c3ccc(F)c(C)c3)CN(C(=O)c3ccccc3)C2)c1 (stereo not given) | -1.8%
CCn1c(=O)n(CC)c2cc(N3CCCC3)c(NC(=O)Nc3cc(OC)c(OC)c(OC)c3)cc21 | 1.8%
COc1ccccc1N1CC(C)(C)C(=O)N(C(=O)c2ccc(C)cc2)C1=S | -6.7%
CCN1CCc2c(sc(NC(=O)c3ccc(S(=O)(=O)N4CCCC(C)C4)cc3)c2C(=O)OC)C1 (stereo not given) | i
O=C(CN1CCc2ccccc2C1)N1N=C(c2cccs2)CC1c1cccs1 (stereo not given) | -23.3%
Cc1ccccc1OCCNC(=O)c1ccco1 | -1.6%
O=C(NCC1CC1)c1cccc(OC2CN(Cc3ccncc3F)C2)c1 | -4.5%
COc1ccc2oc(-c3ccc(NC(=O)c4ccccc4OC)cc3)nc2c1 | -36.0%
COc1cccc(/C=C2\N=C(SC)SC2=O)c1 | 4.8%
O=C(NC1CCCCCC1)c1cc2n(n1)CC(c1ccc3c(c1)OCO3)OC2 (stereo not given) | -25.3%
COc1cc(NC(=O)c2cc(Cl)c(OC)c(Cl)c2)ccc1NC(=O)c1cc2ccccc2o1 | -14.3%
CC(C)Cn1nc2n(c1=O)CCN(S(=O)(=O)c1cccs1)CC2 | 7.7%
COCCOc1ccc2c(n1)CCN(C(=O)c1ccc(OC)nc1OC)C2 | -10.0%
O=C(NCc1ccc(F)cc1)C1CCN(C(=O)c2ncn3c2COC(c2ccc(Cl)cc2)C3)CC1 (stereo not given) | -7.7%
CCn1cc(CN2CC[C@H](CNC(=O)COC)[C@H](N(C)C)C2)c(C)n1 | -10.7%
CCOC(=O)NC(CN)c1ccccc1 (stereo not given) | 3.4%
COc1ccc(-c2nc(SCC(=O)NCC3CCCO3)c(-c3ccc(Cl)cc3)[nH]2)cc1 (stereo not given) | -3.1%
CNC(=O)C1(C)CN(Cc2ccccc2)Cc2ccc(NCC(C)C)nc21 (stereo not given) | ?
Cc1ccc(-c2nc3c(=O)n(-c4ccccc4)c4c(c(=O)n(C)c(=O)n4C)c3o2)cc1 | ?
Cc1cc(N2CCN(c3ccccc3)CC2)n2nc(-c3ccccc3)nc2n1 | 13.2%
Cc1ccccc1NC(=O)C[n+]1cc(-c2ccccc2)n2c1CCC2 | 32.4%

4 entries from above, field by field:
COCCOc1ccc2c(n1)CCN(C(=O)c1ccc(OC)nc1OC)C2
  KDM5B inhibitor = -10.0%
COc1cccc(/C=C2\N=C(SC)SC2=O)c1
  KDM5B inhibitor = 4.8%
O=C(NCC1CC1)c1cccc(OC2CN(Cc3ccncc3F)C2)c1
  KDM5B inhibitor = -4.5%
COc1ccc(-c2nc(SCC(=O)NCC3CCCO3)c(-c3ccc(Cl)cc3)[nH]2)cc1 (stereo not given)
  KDM5B inhibitor = -3.1%

Next section:
SMILES | KDM5B inhibitor
O=C(CSc1n[nH]c(-c2ccccc2Cl)n1)Nc1cccc(F)c1 | 9.1%
C=CCNC(=O)c1cnn2c1CN([S+](=O)([O-])c1cccc(C(F)(F)F)c1)CC2 | -5.5%[115 µM]
Cc1noc(C)c1[S+](=O)([O-])N1CCC2(CC(C(C)C)=NO2)C1 (stereo not given) | -28.3%[149 µM]
CCOCCCNC(=O)N1CCC(c2noc(-c3ccncc3)n2)C1 (stereo not given) | 27.8%
COc1cc(CN2CC[C@H](CNC(=O)C3CC3)[C@H](N(C)C)C2)ccc1F | ?
Cc1ccc(NC(=O)Cn2c(=O)c(C(F)(F)F)nc3ccccc32)c(C)c1 | 2.6%
CC(C)c1ccc(CN2CCCC3(CCN(S(C)(=O)=O)C3)C2=O)cc1 (stereo not given) | 40.0%[activator]
Cc1cccc(C(=O)N2CCn3nnc(CCC(=O)NC4CC4)c3C2)c1 | -0.8%
CCCn1cc(-c2ccncc2)cc1C(=O)NCc1ccccc1 | -9.4%
Cc1n[nH]c(C)c1S(=O)(=O)N(CC(=O)NCc1ccc(F)cc1)c1ccc(C(C)C)cc1 | 7.0%
O=C(NC12CC3CC(CC(C3)C1)C2)C12CC3CC(C1)CC(c1ccccc1)(C3)C2 | 17.0%
CCS(=O)(=O)Nc1ccc(C(=O)N2Cc3nnc(C)n3C(C)C2)cc1 (stereo not given) | -1.6%
O=C(Nc1ccc(Cl)cc1)c1nn(Cc2ccccc2)c(=O)c2ccccc12 | 16.4%
COc1ccc(-c2ncc3c(n2)OCCN(C)C3=O)cc1OC | 28.2µM*
CCN(CC)CCOC(=O)c1ccc(NC(=O)Cn2ncc3c2-c2cc(C)ccc2OC3)cc1 | -13.3%

Of the compounds above, these contain a CF3 group.
SMILES | KDM5B inhibitor
C=CCNC(=O)c1cnn2c1CN([S+](=O)([O-])c1cccc(C(F)(F)F)c1)CC2 | -5.5%[115 µM]
Cc1ccc(NC(=O)Cn2c(=O)c(C(F)(F)F)nc3ccccc32)c(C)c1 | 2.6%

Further results:
SMILES | KDM5B inhibitor
CN(C)c1ccc(CNC(=O)c2cccn2-c2nnc(N3CCCCC3)s2)cc1 | -32.9%
COC1CCOC2(CCN(C(=O)c3ccncc3)CC2)C1 (stereo not given) | 0.4%
Cc1cc(C)c(NC(=O)CCCN2CCCC2)c(C)c1 | -17.1%
O=[N+]([O-])c1ccc(N2CCCCC2)nc1N1CCCCC1 | 6.9%
Cc1cccc(C(=O)Nc2ccc(O)c(-c3nc4cc(C)ccc4o3)c2)c1 | 18.0%
NC(=O)Cc1csc(NC(=O)CCc2ncc(-c3ccc(Cl)cc3Cl)o2)n1 | 11.4%
Cc1ccc(/C=C/c2onc(C)c2S(=O)(=O)N2CCC(C(=O)Nc3cccc(C#N)c3)CC2)cc1 | -27.1%
Cc1cc(C(=O)NC2CCCC2)c2c(C3CCNC3)noc2n1 (stereo not given) | ?
O=C(CCC(=O)c1cccs1)Nc1ccccc1N1CCCCC1 | -16.9%
NC(=O)CCNC(=O)[C@@H]1C[C@@H](NS(=O)(=O)c2cccs2)CCN1C(=O)COCC(=O)O | -23.7%
Cc1ccc(S(=O)(=O)Nc2ccccc2SCc2cc(=O)n3cc(Cl)ccc3n2)cc1 | -7.1%
CCCCCCCOc1ccc(C(C)=O)cc1 | 12.7%
CCc1ccc(-n2c(=O)c3cccnc3n2CC(=O)Nc2ccccc2C(F)(F)F)cc1 | ?
CC(=O)Nc1nonc1-c1nc2ccccc2n1Cc1ccccc1Br | ?
COc1ccc(N(C)C(=O)Cc2noc3ccccc23)c(OC)c1 | -8.9%
C=CCOc1ccc(C2NC(=S)NC3=C2CCc2ccccc23)cc1 (stereo not given) | ?
NNC(=O)c1cccc(Cn2cc(Br)c([N+](=O)[O-])n2)c1 | 13.7%
CCOc1ccc(NC(=O)C(=O)NCCc2ccccc2)cc1 | 12.7%[11.5 µM]
CCOCCCNC(=O)CCc1ccccc1 | 27.4%
Cc1cccc(-n2cc(-c3ccccc3)c3c(N4CCN(CCO)CC4)ncnc32)c1 | -3.9%
Cc1ccc(S(=O)(=O)N[C@H](C)c2onc(-c3ccc(F)cc3)c2C(=O)O)cc1 | 5.9%[86.2 µM]
Cc1cc(C)nc(-n2nc(C)c3c2NC(=O)CC3c2cc(F)ccc2F)n1 (stereo not given) | 8.7%
COc1ccccc1NC(=O)COc1ccc(-c2nn(C)c(=O)c3ccccc23)cc1 | ?
O=C(OCc1c(Cl)cccc1Cl)c1ccc(CN2CCCC2=O)cc1 | -18.0%
COc1cc(OC)nc(Oc2cccc(C(F)(F)F)c2)n1 | 30.5%
CC(C)CCNC(=O)CN1C(=O)c2cccnc2Oc2ccccc21 | -6.5%
O=C([C@@H]1C[C@H](c2ccc(F)cc2)N(Cc2ccccc2Cl)C1)N1CCN(CCO)CC1 | ?
COc1cccc2cc(C(=O)/C=C/c3ccc(C#N)cc3)oc12 | 1.7%
CCS(=O)(=O)c1ncc(N(Cc2ccccc2)Cc2ccco2)c(C(=O)Nc2ccc(C)c(C)c2)n1 | -24.9%
Cc1[nH]ncc1CNC(=O)C1(Cc2ccccc2)CCCCC(=O)N1 (stereo not given) | -5.4%
O=C(Nc1ccc(Br)cc1F)Nc1c(NC2CCCC2)c2ccccc2oc1=O | -17.9%
Cc1cc(C(=O)Nc2sc(C)c(C)c2C#N)cs1 | 23.2%
O=C(c1nn(Cc2ccccc2)c(=O)c2ccccc12)N1CCN(c2ccc([N+](=O)[O-])cc2)CC1 | 15.4%
CCOC(=O)C1=C(CN2CCN(c3ccc(Cl)cc3)CC2)NC(=O)NC1c1ccc(OC)cc1 (stereo not given) | -10.9%
NCC(c1ccc(F)cc1)c1c[nH]c2ccccc12 (stereo not given) | -6.4%
CC(NC(=O)CN1C(=O)c2cccnc2Oc2ccc(Cl)cc21)c1ccccc1 (stereo not given) | 0.8%
Cc1ccccc1CSc1nc2nc(C)c(Cc3ccccc3)c(C)n2n1 | ?
CCOc1ccc(CCNC(=O)CN2C(=O)C(CC)Oc3ccccc32)cc1OCC (stereo not given) | -17.6%
O=C1CCN(S(=O)(=O)c2ccccc2)CCCN(Cc2cccc3[nH]ccc23)CCN1 | ?
O=C1CC(c2ccccc2)N(C(=O)C2CC2)CCCN(C(=O)c2n[nH]c3ccccc23)CCN1 (stereo not given) | ?
CCOc1cc(C(=O)Nc2ccc(S(=O)(=O)Nc3cc(OC)nc(OC)n3)cc2)cc(OCC)c1OCC | -25.9%
N#Cc1ccccc1S(=O)(=O)N1CCN(CC(O)COc2ccccc2F)CC1 (stereo not given) | ?
CCOCc1cccc(CN)c1 | 25.6%
CC1=C(c2ccc(C)c(C)c2)S(=O)(=O)N(Cc2ccc(C(=O)NCc3cccc(C)c3)cc2)C1=O | ?
Cc1nn2c(c1-c1ccnn1C(C)C)N(Cc1ccc(C(=O)O)s1)CCC2 | 25.1µM*
CN(C)Cc1ccc(CNC(=O)CCc2ncc(-c3ccc(F)cc3)o2)cc1 | 4.7%
COc1ccc(-c2cnc3n2CC(C(=O)NCCCN2CCCC2=O)CC3)cc1 (stereo not given) | ?
COc1cc(Cl)c(C)cc1NC(=O)CCc1nc2cccnc2n1-c1ccccc1 | -2.4%
CC(=O)c1sccc1NC(=O)CC(C)(C)CC(=O)O | -7.0%
COCCSc1nc2c(c(=O)n(C)c(=O)n2C)n1Cc1cccc(C)c1 | 7.5%
O=C(NCCn1ccn2nc(-c3ccc(F)cc3)cc2c1=O)c1c(F)cccc1F | ?
O=C(CCC1CCN(S(=O)(=O)c2cccc(F)c2)CC1)NCCCN1CCCC1=O | -5.9%
O=C1NC2(CCN(C(=O)c3ccc(C(F)(F)F)cc3)C2)Oc2ccccc21 (stereo not given) | -2.9%
CCOc1ccc(CN2C[C@@H]3C(=O)N(CCc4ccccc4)C(=O)[C@@H]3C2)cc1OC | 0.4%
O=C(O)/C=C/c1ccc(-c2ccccc2)s1 | ?
Cc1ccc(C2=C(O)C(=O)N(Cc3ccco3)C2c2ccc(C(C)C)cc2)cc1 (stereo not given) | -0.1%
Cc1ccc(C(=O)N2CCC3(CC2)NC(=O)N(Cc2ccc(F)cc2)C3=O)cc1F | 5.3%

Part of the list above, tab-delimited:
SMILES	KDM5B inhibitor
O=C(CCC1CCN(S(=O)(=O)c2cccc(F)c2)CC1)NCCCN1CCCC1=O	-5.9%
COc1ccc(-c2cnc3n2CC(C(=O)NCCCN2CCCC2=O)CC3)cc1 (stereo not given)	?
O=C1NC2(CCN(C(=O)c3ccc(C(F)(F)F)cc3)C2)Oc2ccccc21 (stereo not given)	-2.9%
CC(=O)c1sccc1NC(=O)CC(C)(C)CC(=O)O	-7.0%
O=C(O)/C=C/c1ccc(-c2ccccc2)s1	?
